SIRT5 block: inhibitors of human sirtuin-5 desuccinylase; Q9NXA8; Purified SirT5, succinyl-peptide AMC, trypsin-coupled fluorescence; inhibition, % at 15 µM; hit rate 1.1% among 330,000; AID 652115; in the data active = inhibition above about 15%; inconclusive = no clear call, values can overlap the other calls
F508del corr: correctors of CFTR F508del function in bronchial epithelial cells. CFBE cells, YFP halide quenching; stimulated with forskolin plus potentiator P3; % fluorescence drop versus neutral controls. activity (quench increase), % at 7.58 µM. hit rate 0.36% among 350,000. AID 720511;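 active = mean added fluorescence quench of at least 8% versus neutral control, with both replicates also reaching 8%; inconclusive = only one of the mean or replicate conditions met; inactive = mean below 8% and not both replicates reaching 8%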;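 note: cells transiently co-express mutant CFTR-F508del with the halide-sensitive YFP; corrector assay measuring rescue of mutant channel to the surface after 24 h compound exposure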
ERAP1 HTS inh: inhibitors of human ERAP1 aminopeptidase | Q9NZ08 | inhibition, % at 10.7 µM | hit rate 0.15% among 340,000 | recombinant ERAP1, Leu-AMC fluorescence, 60 min;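 active = mean replicate inhibition of at least 30%, or all replicates individually reaching that 30% level; inactive = mean below 30% and not every replicate reaching it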;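 note: 0% = neutral control wells and 100% = L-leucinethiol positive control wells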
Target sequence (Q9NZ08 whole entry, looked up): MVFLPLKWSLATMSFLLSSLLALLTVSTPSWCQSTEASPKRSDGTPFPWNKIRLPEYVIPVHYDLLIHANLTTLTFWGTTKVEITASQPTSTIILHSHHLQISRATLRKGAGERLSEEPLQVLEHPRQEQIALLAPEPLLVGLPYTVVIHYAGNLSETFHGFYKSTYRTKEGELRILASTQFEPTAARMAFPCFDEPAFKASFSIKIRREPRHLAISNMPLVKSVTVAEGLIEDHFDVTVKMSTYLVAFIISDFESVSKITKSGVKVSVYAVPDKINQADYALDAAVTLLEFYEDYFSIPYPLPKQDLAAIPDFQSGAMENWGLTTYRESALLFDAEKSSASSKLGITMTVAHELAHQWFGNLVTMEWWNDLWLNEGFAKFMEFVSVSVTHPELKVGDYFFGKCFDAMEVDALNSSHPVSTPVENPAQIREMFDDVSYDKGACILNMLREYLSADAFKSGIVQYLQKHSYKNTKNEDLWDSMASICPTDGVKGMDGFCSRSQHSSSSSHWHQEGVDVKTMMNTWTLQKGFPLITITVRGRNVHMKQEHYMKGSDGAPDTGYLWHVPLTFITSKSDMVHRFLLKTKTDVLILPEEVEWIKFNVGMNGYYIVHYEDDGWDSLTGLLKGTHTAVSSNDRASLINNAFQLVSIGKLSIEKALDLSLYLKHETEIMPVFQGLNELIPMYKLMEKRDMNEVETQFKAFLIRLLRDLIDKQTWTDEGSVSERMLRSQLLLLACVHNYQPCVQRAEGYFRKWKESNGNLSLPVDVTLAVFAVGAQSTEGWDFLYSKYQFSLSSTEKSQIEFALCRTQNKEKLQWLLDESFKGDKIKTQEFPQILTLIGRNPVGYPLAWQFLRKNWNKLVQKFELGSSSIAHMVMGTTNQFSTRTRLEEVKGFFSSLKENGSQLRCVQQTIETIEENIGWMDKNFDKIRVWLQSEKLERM
CASP6 VEID inh: caspase-6 (human) enzyme inhibition; P55212; purified caspase-6, Z-VEID-R110 cleavage fluorescence; inhibition, % at 12.5 µM; hit rate 0.53% among 350,000;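 active = mean inhibition across replicates at least about 35%, with every replicate also reaching that limit, limit read from the data; inconclusive = only one of the two criteria met; inactive = neither criterion met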;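 note: 0% = median of neutral control wells and 100% = no fluorescence left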
miR122 inh: miR-122 inhibition in Huh7 cells; Huh7 miR-122 Renilla luciferase sensor, 48 h; neutral wells = 0, positive control = 100; activation (reporter increase), % at 12.5 µM; hit rate 0.3% among 340,000; AID 602342;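 active = mean replicate activation score at least 90 and every replicate individually at or above 90; inconclusive = only one of the two criteria met; inactive = neither criterion met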;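 note: higher luciferase means less miR-122 activity so hits act as miR-122 inhibitors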
ERp5 inh: inhibitors of human ERp5 | inhibition, % at 9.99 µM | AID 651711 | ERp5 insulin aggregation, absorbance 650 nm, 90 min | Q15084 | hit rate 0.05% among 350,000;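 active = mean replicate inhibition above about 25%, with every replicate also reaching it, limit read from the data, passing the limit was not always enough; inconclusive = only one of those two criteria met; inactive = neither criterion met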
DENV2 CPE: inhibitors of DENV2 cytopathic effect; DENV2-infected cells, cytopathic effect rescue, plate reader; CPE inhibition, % at 9.99 µM; hit rate 1.7% among 350,000; in the data active = CPE inhibition above about 20%, passing the limit was not always enough; inconclusive = no clear call, values can overlap the other calls; tested in BHK-21 cells;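 note: 0% = median of neutral control wells and 100% = median of positive control wells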
Active calls of the source: *; ? = inconclusive; . = no result given; & = joins results of further samples; [ ] = remark or other dose.

SIRT5 block	F508del corr	ERAP1 HTS inh	CASP6 VEID inh	miR122 inh	ERp5 inh	DENV2 CPE	Molecule
0	-2.0	0	-1	20[16.7 µM]	-2	1	O=C(C1CC1)N1[C@H](CO)[C@H]2c3ccccc3N(S(=O)(=O)c3ccccc3)C[C@H]21
3	-2.8	-1	-1	.	-2	10	COC(=O)CCCCCCC(=O)Nc1ccc(C=O)cc1
0	0.6	-2	0	15[16.7 µM]	-1	3	CCCC#Cc1ccc2c(c1)O[C@H](CN(C)C(=O)NCCC)[C@@H](C)CN([C@@H](C)CO)S2(=O)=O
1	-4.7	-2	2	2	9	9	Cc1ccc(NC(=O)NCc2ccccn2)cc1Cl
0	.	-5	-2	.	2	-1	CCCc1cc(=O)oc2cc(OCc3cccc(OC)c3)c(Cl)cc12
-4	2.6	4	1	10	-2	12	CCC(NC(=O)CSc1nnnn1C1CC1)c1ccc(Br)cc1 (stereo not given)
1	-1.4	-7	7	-3	1	11	Cc1ccc(S(=O)(=O)Cc2ccc(C(=O)NC3CCCC3)o2)cc1
1	-0.4	0	3	3	0	5	O=C(c1cc(C2CC2)nn1-c1ccccc1)N1CCN(Cc2ccccc2F)CC1
-2	2.1	1	-1	-4	2	1	Cc1ccc(C(=O)Nc2nnc(S(=O)(=O)N3CCCCCC3)s2)cc1
0	0.4	1	2	.	1	-9	O=C(COc1ccc([N+](=O)[O-])cc1)Nc1ccncc1
14	1.2	-1	3	-1[16.7 µM]	-3	-5	Cc1ccc(S(=O)(=O)Nc2ccc3c(c2)CC(=O)N([C@@H](C)CO)C[C@H](C)[C@@H](CN(C)CC2CCCCC2)O3)cc1
0	-0.3	-1	0	-2	-3	-9	COc1ccc(CNC(=O)c2ccc(-c3ccc(F)c(F)c3)c3ccoc23)cc1OC
7	-2.4	0	0	.	12	0	CN(C)CC(=O)N1[C@H](CO)[C@@H](c2ccc(-c3cccc(C(=O)N(C)C)c3)cc2)[C@@H]1C#N
0	0.3	-3	-19	-11	10	15	CN(C)CC(C)(C)CNc1ccc(S(=O)(=O)N2CCCC2)cn1
-1	-1.4	-1	-4	.	3	3	Nc1nc(-c2ccccc2)c(N=Nc2cccnc2)s1
6&0	-1.9&-7.1	0&7	1&11	.	-2&-1	1&1	O=C(Nc1cccc(F)c1)N1C[C@@H]2N[C@H](C1)C2c1ccc(-c2ccccc2F)cc1 (stereo not given in full)
3	0.1	4	-2	.	-8	1	CC1(C)CC(=O)C2=C(C1)Nc1ccccc1NC2c1ccc([N+](=O)[O-])cc1 (stereo not given)
-11	-4.7	0	2	-2	7	-1	O=C(Nc1cccc(F)c1)c1cccc2c1C(=O)N(C1CCCCC1)C2
-2	-0.5	-1	0	.	4	.	Brc1cc2c(cc1/C=N/Nc1nc(N3CCOCC3)nc(N3CCOCC3)n1)OCO2
-4	-0.3	0	2	-8	4	2	CCOc1ccc(NC(=O)COC(=O)C2CC2C)cc1 (stereo not given)
2	-0.6	3	1	-4	10	6	O=C(c1ccccc1)C1CCN(C(=O)C2CCC(=O)N(Cc3cccc(F)c3)C2)CC1 (stereo not given)
2	-4.4	-1	1	1[16.7 µM]	-2	-3	C[C@H]1CN([C@@H](C)CO)C(=O)Cc2cc(NC(=O)CCN3CCOCC3)ccc2O[C@@H]1CN(C)S(=O)(=O)c1ccc(F)cc1
2	2.5	-1	0	.	5	9	COc1ccc([N+](=O)[O-])cc1N(CC(=O)N1CCOCC1)S(C)(=O)=O
0	.	12	4	.	-6	6	CCN1/C(=C2\SC(=S)N(Cc3ccccc3)C2=O)Sc2ccccc21
0	2.3	1	0	-10[16.7 µM]	4	12	C[C@@H]1CN([C@H](C)CO)C(=O)c2cc(C#CC3CCCCC3)cnc2O[C@@H]1CN(C)C(=O)C1CCCCC1

4 entries already listed, sorted by molecular weight, smallest number first.
SIRT5 block	F508del corr	ERAP1 HTS inh	CASP6 VEID inh	miR122 inh	ERp5 inh	DENV2 CPE	Molecule
3	-2.8	-1	-1	.	-2	10	COC(=O)CCCCCCC(=O)Nc1ccc(C=O)cc1
-2	2.1	1	-1	-4	2	1	Cc1ccc(C(=O)Nc2nnc(S(=O)(=O)N3CCCCCC3)s2)cc1
0	0.6	-2	0	15[16.7 µM]	-1	3	CCCC#Cc1ccc2c(c1)O[C@H](CN(C)C(=O)NCCC)[C@@H](C)CN([C@@H](C)CO)S2(=O)=O
2	-4.4	-1	1	1[16.7 µM]	-2	-3	C[C@H]1CN([C@@H](C)CO)C(=O)Cc2cc(NC(=O)CCN3CCOCC3)ccc2O[C@@H]1CN(C)S(=O)(=O)c1ccc(F)cc1

New compounds follow
SIRT5 block	F508del corr	ERAP1 HTS inh	CASP6 VEID inh	miR122 inh	ERp5 inh	DENV2 CPE	Molecule
-1	2.8	-3	3	-1[16.7 µM]	-10	9	COc1ccc(CN2C[C@@H](O)COC[C@@H]3O[C@@H](CC(=O)N(C)C)CC[C@H]32)cc1
2	0.7	1	0	-6[16.7 µM]	-10	-9	C[C@H]1CCCCO[C@H](CN(C)C(=O)Nc2ccc(C(F)(F)F)cc2)[C@@H](C)CN([C@@H](C)CO)C(=O)c2cc(NC(=O)CCC(F)(F)F)ccc2O1
3	-2.5	10	2	-6	2	-3	CC(=O)c1ccc(NC(=O)c2ccccc2Sc2ncnc3sc(C)c(C)c23)cc1
-1	-0.4	-1	1	.	1	-2	C/C(=N\NC(=O)C(=O)Nc1cc(C)ccc1C)c1ccncc1
0	-3.5	-4	1	.	-1	-6	COc1ccc(NC(=O)C(Br)C(C)C)cc1 (stereo not given)
.	-0.7	-2	-3	-4	4	-8	COc1ccc(CCNC(=O)Nc2nc(CN)cs2)cc1OC
2	-0.3	1	-3	.	-1	-1	CC(=O)Nc1ccccc1C(=O)C(=O)Nc1cccc(C(=O)NCc2ccc(C)cc2)c1
-2	-7.2	-1	2	.	2	0	Cc1cc(OCC(=O)O/N=C(\N)c2ccccc2)ccc1Br
-2	-1.3	4	2	3	-4	-1	Cc1ccsc1C(=O)c1sccc1C
-3	3.7	1	1	-3[16.7 µM]	0	6	COCC#Cc1cnc2c(c1)C(=O)N([C@@H](C)CO)C[C@H](C)[C@H](CN(C)C)O2
-2	.	-3	-3	-12	-1	0	COc1ccc(OCCCn2cc(/C=C3/C(=N)N4C=C(C)SC4=NC3=O)c3ccccc32)cc1
1	-0.1	-4	3	.	3	-1	COc1ccc(-c2cc(C(=O)NCCN3CCOCC3)no2)cc1OC
1&4	0.2&-1.2	0&0	-3&0	5	-8&2	1&-4	C[C@H](CO)N1C[C@H](C)[C@@H](CN(C)Cc2ccc3c(c2)OCCO3)OCc2cnnn2CCCC1=O
0	-0.5	-2	5	4[16.7 µM]	0	12	CC(C)NC(=O)Nc1ccc2c(c1)CC(=O)N([C@H](C)CO)C[C@H](C)[C@H](CN(C)S(=O)(=O)c1ccc(Cl)cc1)O2
-6	0.9	0	0	.	0	11	O=C(C[C@@H]1C=C[C@@H](NC(=O)c2ccncc2)[C@H](CO)O1)Nc1ccc(-c2ccccc2)cc1
-4	4.9	2	5	.	-1	-2	O=C(C=P(c1ccccc1)(c1ccccc1)c1ccccc1)c1ccccc1-c1ccccc1C(=O)C=P(c1ccccc1)(c1ccccc1)c1ccccc1
5	-2.9	15	3	-2	0	.	COc1cc(/C=N/n2c(=S)[nH]nc(C)c2=O)cc([N+](=O)[O-])c1O
0	1.9	-4	14	-10	2	?	COc1cc(OC)c(OC)cc1CNCc1ccc2c(c1)OCO2
-1	.	1	-1	.	8	0	CCN(CC)c1ccc(C(=O)N/N=C(\C)c2ccc(O)cc2)cc1
-2	1.7	-9	-9	.	-2	15	C#CCOCCOCCOCCNc1nc(N2CCOCC2)nc(N2CCN(C(=O)[C@H]([C@@H](C)CC)n3cc(CCCCN)nn3)CC2)n1
0	-0.5	3	1	-6	8	3	O=C(NCc1ccc(F)cc1)c1cnccn1
3	7.1	0	-5	.	-2	0	COc1ccc(CNC(=O)C[C@@H]2C=C[C@H](NS(=O)(=O)c3cccc(OC)c3)[C@H](CO)O2)cc1
-3	-1.0	0	-4	-4	0	1	COc1ccccc1C(=O)COC(=O)CNC(=O)c1ccc(Br)o1
.	3.2	.	.	-11[16.7 µM]	.	-5	C[C@@H]1CCCCO[C@@H](CN(C)C(=O)Nc2ccc3c(c2)OCO3)[C@H](C)CN([C@H](C)CO)C(=O)c2cc(NS(=O)(=O)c3ccc(F)cc3)ccc2O1
0	-0.6	.	-8	.	-3	-11	CCCCC[C@H](C)N1C[C@H](COCc2ccccc2)Oc2cc(N3CC[C@H](N(C)C)C3)ccc2S1(=O)=O
4	3.1	3	1	-9	1	4	Cc1ccc(S(=O)(=O)N2CCOCC2)cc1NC(=O)c1cc(-c2ccccn2)nc2ccccc12
-2	1.4	5	-2	3	3	?	Cc1ccc2c(COC(=O)c3c(C)noc3C)cc(=O)oc2c1
0	-0.2	3	1	.	-4	-1	CCOC(=O)Cn1nnnc1C
-6	-1.3	-1	1	-5[16.7 µM]	2	5	C[C@@H]1CN([C@@H](C)CO)C(=O)Cc2cc(NC(=O)Nc3ccc(F)cc3)ccc2O[C@@H]1CN(C)Cc1ccc(-c2ccccc2)cc1
5	.	-2	0	-5	2	.	O=C(Nc1cc(C(=O)N2CCCC2)ccc1N1CCCC1)C1CC1
-6	-0.9	-1	1	.	-5	.	O=C(O)c1cccnc1Sc1ccc(Cl)cc1
2	0.9	2	-2	.	-8	.	O=C(CCSc1nnc(-c2ccco2)o1)Nc1ccc(F)cc1
-6	1.2	-1	-1	-3[16.7 µM]	7	-3	C[C@@H]1CN([C@H](C)CO)C(=O)c2cc(NS(=O)(=O)c3cn(C)cn3)ccc2O[C@H]1CN(C)S(C)(=O)=O
-2	1.8	0	-3	10[16.7 µM]	-2	-3	Cc1noc(C)c1S(=O)(=O)N(C)C[C@@H]1OCCCC[C@@H](C)Oc2ccc(NC(=O)CCCCCC(=O)Nc3ccccc3N)cc2C(=O)N([C@H](C)CO)C[C@@H]1C
-3	1.2	6	3	.	?	.	O=C(/C=C/c1ccnc2ccccc12)c1cccs1
-5	-3.1	4	-5	5	5	9	COc1ccc(C2CC(c3cccc(F)c3)=NN2c2ccc(S(N)(=O)=O)cc2)cc1 (stereo not given)
-9	2.2	5	-3	-3	0	-1	CC(OC(=O)c1ccccc1O)C(=O)Nc1cccc(Cl)c1 (stereo not given)
1	-0.7	6	0	-1	1	-7	CC(C)CCn1c(SCC(N)=O)nc2c1c(=O)n(C)c(=O)n2C
0	2.2	4	1	7[16.7 µM]	3	0	C[C@@H]1CN([C@H](C)CO)C(=O)c2cc(NS(=O)(=O)c3cccs3)ccc2O[C@H]1CN(C)Cc1ccc(-c2ccccc2)cc1
0	-0.1	3	-2	6	7	10	Cc1ccc2nc(NC(=O)CN3CCN(c4ccccn4)CC3)sc2c1
3	-4.7	0	3	.	1	1	CN(C)S(=O)(=O)c1ccc(N2CCCC2)c(C(=O)Nc2nccs2)c1
-5	-1.3	-1	-1	.	-6	2	O=C(NCCC1CCCC1)C1CCC(=O)N(CCCN2CCCC2=O)C1 (stereo not given)

Source: PubChem (Broad Institute)
